Screening data (PubChem BioAssay)
All columns: NCI-60 one-dose screen, growth in % after 48 h at 10 µM unless noted; 100 = growth as untreated, 0 = no growth, -100 = all killed.
UACC-62 – UACC-62 melanoma | 81,000 tested, 5.4% active
SK-MEL-2 – SK-MEL-2 melanoma; 77,000 tested, 4.7% active
SK-MEL-28 – SK-MEL-28 melanoma. 81,000 tested, 4.1% active
MDA-MB-435 – MDA-MB-435 melanoma; 82,000 tested, 7.8% active
SK-MEL-5 – SK-MEL-5 melanoma; AID 1794755; 80,000 tested, 6.4% active
UACC-257 – UACC-257 melanoma. 78,000 tested, 4.4% active
MALME-3M – MALME-3M melanoma; 78,000 tested, 5.8% active; AID 1794766
LOX IMVI – LOX IMVI melanoma; 79,000 tested, 7.4% active; AID 1794757
Numbers without * were called inactive; x = not tested or not shown; & = joins results of further samples; [ ] = remark or other dose. The calls were made as follows: active = growth percent below 10; inactive = the rest.

molecule,UACC-62,SK-MEL-2,SK-MEL-28,MDA-MB-435,SK-MEL-5,UACC-257,MALME-3M,LOX IMVI
N#CC(c1ccccc1)[N+](=O)[O-] (configuration not stated),85,109,107,102,103,100,113,99
c1ncc2[nH]cnc2n1,92,85,100,108,97,87,126,103
COc1ccc(C2=Nc3ccccc3SC(c3ccc(OC)cc3)C2)cc1 (configuration not stated),86,92,103,98,89,87,79,102
COc1ccc(/C=C/C(=O)n2nnnc2-c2ccccc2)cc1,97,93,125,103,109,99,90,104
CONC[C@]1(C)C=C2C(=O)[C@](C)(O)C3(CC3)C(C)=C2[C@H]1O,-90*,-100*,-73*,-85*,-37*,-27*,-74*,-67*
COc1ccc(-c2cc(-c3cccs3)n(S(=O)(=O)c3ccccc3)c(=O)c2C#N)cc1,89,112,123,110,x,118,131,95
COc1cccc(C(=O)NNc2nc(N3CCOCC3)nc(N3CCN(C(c4ccccc4)c4ccccc4)CC3)n2)c1,66,85,93,97,53,91,92,83
Nc1nnc(-c2ccccc2O)cc1N1CCN(C(=O)CCOCCOc2cccc3c2C(=O)N(C2CCC(=O)NC2=O)C3=O)CC1 (configuration not stated),97[1 µM],106[1 µM],103[1 µM],100[1 µM],97[1 µM],95[1 µM],105[1 µM],98[1 µM]
O=S(=O)(Nc1ccc(I)cc1)c1ccc(-c2cnc(C3CC3)o2)cc1,40,55,70,x,67,75,59,53
O=C1CN(Cc2ccncc2)C(=O)[C@H](Cc2ccc(O)cc2)N1,96,x,108,102,95,93,96,94
COc1ccc(C(=O)c2c(N)c(C#N)cn2-c2cc(OC)c(OC)c(OC)c2)cc1,98,98,105,104,100,101,100,98
O=C(O)c1cc(O)c(O)c(O)c1,101&97,98&108,117&119,114&109,112&101,124,151&111,88&84
CN(C)c1ccc(CN2CCCC3CC2c2cc(Cl)ccc23)cc1 (configuration not stated),108,84,99,88,98,102,89,94
Cc1ccc(S(=O)(=O)O[C@@H]2CCCC[C@H]2OS(=O)(=O)c2ccc(C)cc2)cc1,x,92,111,104,93,101,93,82
O=[N+]([O-])c1cc2c(c3cccnc13)COCO2,95,120,112,109,100,96,121,87
COc1ccc(CN2C(=O)C3C/C(=C\N(C)C)C(=O)N3C2N(C)C)c(OC)c1 (configuration not stated),105,x,106,105,105,119,107,101
CCOC(=O)/C=C/c1cccc([N+](=O)[O-])c1,98,107,109,113,102,100,126,95
FC(F)(F)c1ccc(-c2nn[nH]n2)cc1,117,x,115,101,115,113,108,98
Cc1ccc(-n2cc(-c3ccccc3)c3c(SCC(=O)N/N=C/c4ccccc4[N+](=O)[O-])ncnc32)cc1,88,109,113,107,98,119,110,89
CN(C)C=Nc1c(I)cc(I)c(CCC(=O)O)c1I,109,111,111,120,112,90,113,107
O=C1O[C@@H](c2ccccc2Cl)[C@@H]2c3cc4c(cc3CCN12)OCO4,79,92,118,105,97,91,101,100
Cc1ccc2nc(-c3ccccc3)c3c(=O)n(C)c(=O)n(C)c3c2c1,94,124,112,101,103,106,110,91
O=C(c1ccccc1)C1CCNCC1,110,101,113,113,105,110,101,102
O=C(/C=C/c1c(C(F)(F)F)nc2sccn12)c1cccs1,69,98,103,74,89,97,77,83
O=C(NN1C(=O)CSC1c1ccccc1)c1ccc(NC(=O)c2ccccn2)cc1 (configuration not stated),91,110,95,101,99,102,107,92
CC(=O)Nc1ccc(S(=O)(=O)Cl)cc1,98,111,117,115,98,131,111,95
COc1cc(NC(=O)Nc2cccc(-c3cc(=O)c4c(OC)c(OC)c(OC)cc4o3)c2)cc(OC)c1OC,48,49,53,57,43,74,53,25
CC(C)(C)OC(=O)NC[C@H](N)C(=O)O,100[20 µM],102[20 µM],107[20 µM],99[20 µM],102[20 µM],97[20 µM],103[20 µM],98[20 µM]
O=C1c2cc(O)cc(O)c2[C@H](c2ccc(O)cc2)[C@H]1c1cc(O)cc(O)c1,95,105,105,99,97,99,105,96
Cn1c(=O)c2nc3n(c2n(C)c1=O)C(=N)C(C(=O)c1ccc(Cl)cc1)N=N3 (configuration not stated),101,104,87,103,100,111,x,104
CCCCCCCCCCCCCCCC(=O)OCCCCCCCCCCCCC,108,120,115,113,109,102,99,93
O=C1/C(=C/c2ccc(OCc3ccccc3F)cc2)Oc2cc(O)ccc21,41,65,81,63,16,65,50,x
COCCOC1=C(Cl)C(=O)c2ccccc2C1=O,x,x,14,4.7*,-7.3*,-17*,96,22
O=C(Nc1ccc(Br)cc1)c1ccccc1Cl,93,102,111,98,96,106,101,102
COC(=O)c1cccc(-n2cc([C@]3(OC(C)=O)CC[C@H]4[C@@H]5CCC6=CC(=O)CC[C@@H]6[C@H]5CC[C@@]43C)nn2)c1,89,100,108,97,90,88,126,83
C/C(=N\Nc1ccc(Cl)cn1)c1ccc2ccccc2n1,-8.0*,36,18,32,-45*,-20*,11,2.7*
CCCCCN(CCCCC)CC(O)CN1CCCc2ccccc21 (configuration not stated),x,96,102,98,101,99,93,81
N#CCCc1nc(N)nc(N)n1,104,101,109,104,101,103,105,100
CCC1c2ccccc2C(=O)C1C(N)=O (configuration not stated),105,107,109,115,110,103,108,106
CC(NC(=O)CSCC1NC(=O)C2C(N1)SC1CCCC12)C1CNN(C)C1 (configuration not stated),94,101,x,95,97,100,92,95
COc1cccc(-c2cc3cnc4ccccc4c3oc2=O)c1,94,104,104,100,105,101,100,100
O=C1NC(=O)/C(=C/c2ccc(Cl)c(Cl)c2)S1,88,102,112,104,x,104,112,110
C#CCOc1cc(N(CC)CC)ccc1C(C(=O)NC(C)(C)C)N(C(=O)C1CCc2cc(F)ccc2O1)c1ccc(Cl)cc1 (configuration not stated),67,102,84,77,81,88,88,44
Cc1cc(O)cc(-c2c(-c3cc(NCCCCO)nc(-c4cccnc4)n3)cnn2C)c1,69,100,94,88,73,102,90,79
NC(=S)N/N=C\Cn1cc([N+](=O)[O-])c(=O)[nH]c1=O,95,99,105,114,101,107,x,92
O=c1oc2cc(OS(=O)(=O)c3ccccc3)c(Cl)cc2c2c1CCCCCC2,70,106,91,90,78,93,106,90
O=[N+]([O-])c1ccc2[nH]c3nccc(NCc4cccc(Cl)c4)c3c2c1,82,93,101,77,84,85,46,81
COc1ccc(C2=NN(C=O)C(c3cccc(Nc4ccnc5cc(Cl)ccc45)c3)C2)cc1 (configuration not stated),32,x,51,12,-21*,23,25,25
CCOC(=O)C1=C(C(=O)OCC)N(c2c(C)cccc2C)C(N)=C(C#N)C1c1cc(=O)[nH]c2ccccc12 (configuration not stated),92,113,117,100,102,112,93,99
COc1c(O)cc2c(c1OC)OCO2,99,119,114,103,100,104,96,104
COc1ccc2c(c1)c(-c1noc(C(=O)c3cn(C)c4ncc(Br)cc34)n1)cn2C,66,97,71,63,51,93,28,71
OCC1(CO)CCCO1,97,123,99,103,99,100,83,99
S=c1n(CN2CCOCC2)nc(-c2cc(-c3ccccc3)nc3ccccc23)n1-c1ccccc1,92,x,108,103,100,111,102,99
Cc1ccc(/C=C2\CN(C(=O)CCN3CCC(=NO)CC3)C/C(=C\c3ccc(C)cc3)C2=O)cc1,-51*,91,-18*,-40*,-24*,45,-28*,-90*
S=c1nc2[nH]c3ccc(Cl)cc3c2n[nH]1,108,101,106,94,91,93,103,100
CCCCCCCCCCCCCCCCNC(=O)Nc1ccc(-c2ccc(NC(=O)NCCCCCCCCCCCCCCCC)c(OC)c2)c(OC)c1,96,113,111,106,102,117,86,90
CCCCCCCCCCCCCCCC[N+](C)(CCO)Cc1cnc[nH]1 (configuration not stated),-76*,-78*,-43*,-44*,-100*,-35*,-3.5*,-79*
O=C(CSc1oc(-c2ccccc2)nc1S(=O)(=O)c1ccc(Br)cc1)c1ccccc1,72,114,114,104,90,97,104,103
O=C(O)CCCN1C(=O)/C(=C/c2cc3cc4c(cc3nc2Cl)OCO4)SC1=S,85,99,100,98,98,94,104,81
COc1ccc(Cc2nn(Cc3nnc(Nc4ccccc4)s3)c(=O)c3c(C)noc23)cc1,56,100,94,16,70,107,127,82

Six entries from above, with values under each structure.
Below each SMILES: UACC-62	SK-MEL-2	SK-MEL-28	MDA-MB-435	SK-MEL-5	UACC-257	MALME-3M	LOX IMVI
COc1ccc2c(c1)c(-c1noc(C(=O)c3cn(C)c4ncc(Br)cc34)n1)cn2C
    66	97	71	63	51	93	28	71
OCC1(CO)CCCO1
    97	123	99	103	99	100	83	99
S=c1n(CN2CCOCC2)nc(-c2cc(-c3ccccc3)nc3ccccc23)n1-c1ccccc1
    92	x	108	103	100	111	102	99
Cc1ccc(/C=C2\CN(C(=O)CCN3CCC(=NO)CC3)C/C(=C\c3ccc(C)cc3)C2=O)cc1
    -51*	91	-18*	-40*	-24*	45	-28*	-90*
S=c1nc2[nH]c3ccc(Cl)cc3c2n[nH]1
    108	101	106	94	91	93	103	100
CCCCCCCCCCCCCCCCNC(=O)Nc1ccc(-c2ccc(NC(=O)NCCCCCCCCCCCCCCCC)c(OC)c2)c(OC)c1
    96	113	111	106	102	117	86	90

Continuation.
molecule,UACC-62,SK-MEL-2,SK-MEL-28,MDA-MB-435,SK-MEL-5,UACC-257,MALME-3M,LOX IMVI
CC(=O)Nc1cccc(-c2[nH]c3ccccc3c2/C=N/NC(=O)c2cccnc2)c1,89,99,111,101,x,94,94,90
NCCSc1ccccc1,95,99,100,98,99,98,110,92
OCc1[nH]nc(-c2ccccc2)c1[C@@H](NCc1ccccc1)c1ccccc1,86,108,109,99,102,105,102,95
CCCCCCCCCCCCCC(=O)N1CCOCC1,90,102,113,104,97,107,94,92
Cn1cc(-c2csc(-c3c[nH]c4ncccc34)n2)c2cc(F)cnc21,65,90,96,20,61,96,96,64
COc1cc([N+](=O)[O-])c(OC)cc1I,91,101,98,101,100,84,104,97
O=C1N(Nc2ccccc2)C(=Nc2ccccc2)SC12C(c1ccc([N+](=O)[O-])cc1)CN(C1CCCCC1)C21C(=O)Nc2ccccc21 (configuration not stated),75,85,83,73,89,90,90,60
O=C1C(c2c(O)[nH]c3ccccc23)=Nc2ccccc21,99,103,114,105,98,101,109,96
O=C1CC(c2ccccc2)c2ccc(O)cc2O1 (configuration not stated),94,83,117,104,109,97,108,x
CCOC(=O)COc1ccc2c(c1)O/C(=C\c1ccccc1OC)C2=O,94,98,113,103,99,106,97,93
COc1cc(Cc2cc(-c3ccccc3)nn(CC(=O)c3ccccc3)c2=O)cc(OC)c1OC,55,84,85,75,80,68,81,89
COc1cccc(C(=O)N(c2ccc(F)cc2C(F)(F)F)C(C(=O)NC(C)(C)C)c2cc3c(C)cc(C)cc3nc2Cl)c1 (configuration not stated),82,86,109,104,91,81,92,96
Cc1cccc2c(=O)c3c(sc12)c(NCc1ccccc1)nc1ccccc13,74,101,116,109,95,104,110,94
COc1ccc(-c2nnc(CSC3=NC(c4ccc(F)cc4)C(C(C)=O)=C(C)N3)o2)cc1 (configuration not stated),89,93,109,109,98,97,88,92
CN(C)c1ccc(C(c2ccc(N(C)C)cc2)C(O)c2ccccc2)cc1 (configuration not stated),98,104,106,109,110,97,118,100
O=C(O)CCN1CCOCC1,101,109,107,113,103,108,128,96
Nc1nc(N)c2cc(C=O)ccc2n1,98,x,108,99,100,83,73,99
